POLK inh: inhibitors of human DNA polymerase kappa; Q9UBT6; Potency, µM (highest dose often 107 µM), without a hit: at the top dose activity, negative = inhibition, most hits filed as inhibitors; 0.53% of 400,000 active; purified Pol kappa, fluorescent DNA synthesis assay, 10 min; AID 588579; also: % is scaled to controls: 0 for no effect and ±100 for the full control effect
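Kinetic fluorescence screen: compound preincubated 15 min RT with 10 nM enzyme; 50 nM substrate (final) initiates; reads at 0/10 min.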
BLM inh: inhibitors of human Bloom syndrome helicase BLM | 0.2% of 350,000 active | P54132 | recombinant BLM DNA unwinding, fluorescence dequenching | Potency, µM (doses to about 56.1 µM), for the others: at the highest dose activity change, negative = inhibition, hits mostly inhibitors;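 also: plate controls were vehicle for no effect and no enzyme for full effect; nearly all actives have a fitted effect of over 35% in size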
Pol iota inh: inhibitors of human DNA polymerase iota. Q9UNA4. Pol iota fluorescent replication assay, 10 min. Potency, µM (titrated, usually from 115 µM), without a hit: at the highest dose activity, negative = inhibition, usual class: inhibitors. 1% of 390,000 active
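Pol iota at 10 nM preincubated 15 min with compounds at room temperature; reaction started with fluorescent substrate, 50 nM final. Fluorescence read kinetically at 0 and 10 min; buffer-only wells as negative control.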
Pol beta inh: blocks human DNA polymerase beta activity; Pol beta primer extension/strand displacement, fluorescence kinetic; 1.3% of 340,000 active; Potency, µM (titrated, usually from 114 µM), inactives show at the highest dose activity change, negative = inhibition, usual class: inhibitors; also: % is scaled to controls: 0 for no effect and ±100 for the full control effect
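Values derive from four-parameter Hill fits of normalized kinetic data: reads at 0 and 10 min following addition of 50 nM substrate to 10 nM Pol beta preincubated 15 min with compound.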
POLH inh: inhibitors of human DNA polymerase eta; recombinant Pol eta, fluorescent DNA replication assay; Potency, µM (titrated, usually from 114 µM), for the others: top-dose activity change, negative = inhibition, actives largely listed as inhibitors; 1.2% of 390,000 active; also: % is scaled to controls: 0 for no effect and ±100 for the full control effect
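Pol eta (10 nM) was preincubated with compounds for 15 min at room temperature, after which fluorescent replication substrate (50 nM final) was added to start the reaction. Fluorescence was read kinetically at 0 and 10 min.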
BAZ2B block: blocks human BAZ2B; Q9UIF8; AlphaScreen BAZ2B-H3K14Ac peptide displacement; Potency, µM (doses to about 114 µM), inactives show at the highest dose activity change, negative = inhibition, usual class: inhibitors; 4.4% of 360,000 active; also: % is scaled to controls: 0 for no effect and ±100 for the full control effect; nearly all actives have a fitted effect of over 60% in size
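Multi-concentration screen (max 110 uM) measuring displacement of acetylated histone H3 peptide from BAZ2B by AlphaScreen, using 50 nM protein, 50 nM peptide and 10 ug/mL streptavidin donor plus Ni-chelate acceptor beads.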
Apoferritin bind: binds horse apoferritin like a general anesthetic. apoferritin/1-aminoanthracene competitive binding, fluorescence. Potency, µM (titrated, usually from 77.5 µM), inactives show top-dose activity change, negative = displacement, hits mostly inhibitors. 0.074% of 350,000 active. AID 485281; also: % is scaled to controls: 0 for no effect and ±100 for the full control effect; nearly all actives have a fitted effect of over 20% in size
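Read-out: endpoint 1-AMA fluorescence, excitation 380 nm and emission 535 nm, after compounds sit 10 min at room temperature with 10 uM horse-spleen apoferritin in 50% saturated 1-AMA/PBS. Values come from four-parameter Hill fits.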
G9a inh: G9a (human) methyltransferase inhibition. Q96KQ7. G9a H3K9 monomethylation, AlphaScreen, 2 h. Potency, µM (series often up to 102 µM), for the others: top-dose activity, negative = inhibition, actives largely listed as inhibitors. 8.8% of 350,000 active. AID 504332; also: % is scaled to controls: 0 for no effect and ±100 for the full control effect; nearly all actives have a fitted effect of over 75% in size
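Chemiluminescent proximity detection of H3K9 monomethylation, read after 10 min bead incubation in the dark. Reaction: 20 nM G9a, 500 nM biotin-H3K9 peptide, 20 uM SAM cofactor, 2 h, room temperature, following 15 min enzyme-compound preincubation.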
APEX1 inh: inhibitors of human APE1 endonuclease. P27695. recombinant APE1, TAMRA/BHQ-2 abasic DNA cleavage fluorescence. Potency, µM (top dose mostly 65.8 µM), without a hit: top-dose activity change, negative = inhibition, usual class: inhibitors. 0.35% of 350,000 active;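 also: plate controls were vehicle for no effect and reference inhibitor for full effect; nearly all actives have a fitted effect of over 55% in size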
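Activity was derived from the fluorescence gain between first and third kinetic reads (60 s intervals, ex 525/em 598 nm) after 50 nM THF-abasic TAMRA/BHQ-2 duplex was added to 0.75 nM APE1 preincubated 15 min with compound.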
The depositor's hits bear a star; ? = inconclusive; · = not tested or not shown; [ ] = remark or other dose. Calls follow the shape of the dose curve; as a rule, active = well fitted curve in the direction sought with a large enough effect; inconclusive = small, poorly fitted or top-dose-only effect, or another doubt; inactive = no such curve, though single readings can be large; an effect the other way counts as inactive or inconclusive. Potency is read from the fitted curve at half-maximal effect.

Results follow in this order: APEX1 inh	BLM inh	G9a inh	BAZ2B block	Pol beta inh	Pol iota inh	POLK inh	Apoferritin bind	POLH inh
(1) Cc1onc(-c2c(Cl)cccc2Cl)c1C(=O)N1CCN(c2ncccn2)CC1
  1%	-5%	-16%	-11%	?	14%	-1%	-6%	-14%
(2) Cc1cc(C)n(-c2ccc(Cl)c(C(=O)Nc3ccc(OC(F)(F)F)cc3)n2)n1
  17%	-7%	-7%[59 µM]	11%	27%	119%[activator]	-9%	-9%	3%
(3) N#Cc1cccc(NC(=O)COC(=O)Cn2nc(-c3ccccc3)oc2=O)c1
  -10%	·	24%[59 µM]	-5%	·	-11%	-16%	·	-3%
(4) O=C(c1oc2ccccc2c1N1CCCCC1)N1CCCCC1
  2%	-4%	-30%[12.7 µM]	-8%	24%	-8%[58.9 µM]	-10%	6%	-13%
(5) CN(C)S(=O)(=O)c1ccc(S(=O)(=O)N2CCCC(C(=O)NC3CC3)C2)cc1 (stereo unspecified)
  -6%[12.4 µM]	3%	1%[59 µM]	12%	49%	137%[activator]	-1%	7%	-3%
(6) O=C(C1CCCO1)N(Cc1ccccc1)c1ccccc1 (stereo unspecified)
  -2%	-5%	-10%[59 µM]	10%	-10%	11%	-5%	-3%	5%
(7) CCC(=O)c1ccc(N2CCN(C(=O)c3ccccc3)CC2)c(F)c1
  -1%	-2%	-6%[0.501 µM]	-2%	14%	11%	-7%	-15%	-2%
(8) Cc1ccc(OCC(=O)Nc2ccc(C(=O)OCc3cc(=O)n4ccsc4n3)cc2)cc1C
  ·	0%	21%[59 µM]	-9%	6%	11%	-12%[60.1 µM]	-6%	-6%
(9) Cc1ccc(-n2c(C)c(C)c3c(N)ncnc32)cc1
  32%	2%	?	-35%	-2%	16%	2%	-1%	-17%
(10) CCN(c1ccccc1C)S(=O)(=O)c1nnc(NC(=O)c2ccccc2C)s1
  ·	-6%	2.5µM*	?	2%	0%	0%	-3%	-3%
(11) COc1ccc(-c2cn3c(n2)sc2cc(C(=O)Nc4ccc(F)cc4Cl)ccc23)cc1
  ·	-8%	8%[59 µM]	-1%	-1%	18%	-2%	4%	-15%
(12) Nc1nnc(SCc2ccc(F)cc2)n1-c1ccccc1
  -5%	7%	13%[59 µM]	7%	26%	22%	10%	3%	-14%
(13) CCN(Cc1nc2ccccc2c(=O)[nH]1)C(=O)c1cc(C2CC2)nn1-c1ccccc1
  1%	·	-36%[59 µM]	1%	·	4%	7%	·	-20%
(14) CCOc1ccccc1NC(=O)Nc1cc2c(cc1N1CCCCC1)n(CC)c(=O)n2CC
  ·	-9%	?	?	-8%	13%	-21%	-10%	-14%
(15) Cc1cc(=O)oc2c(C)c(OC(C)C(=O)NCC(O)c3ccccc3)ccc12 (stereo unspecified)
  -8%	0%	·	0%	22%	11%	7%	-3%	-13%
(16) Cc1cccc(NC(=O)c2ccccc2NC(=O)CCC(=O)O)c1
  2%	-6%	-1%[59 µM]	-33%	-25%	0%	-17%	1%	-11%
(17) COc1ccccc1C(=O)Nc1ccnn1C1CCN(C(C)CSC)CC1 (stereo unspecified)
  -7%	-11%	·	0%	28%	11%	-1%	-12%	5%
(18) O=C(NCc1ccc(Cl)cc1)c1cc(-c2ccco2)on1
  -6%	2%	-4%	0%	21%	-1%	-14%	-18%	-9%
(19) CC(C)=CCOc1ccc2ccc(=O)oc2c1
  0%	-4%	7%[12.7 µM]	10%	4%	38%[activator]	17%	?	-12%
(20) O=[N+]([O-])c1ccc2nc(NS(=O)(=O)c3ccc(Cl)cc3)sc2c1
  55%[12.4 µM]	-2%	14µM*	?	2%	?	-13%	-7%	-15%
(21) CCOC(=O)c1c(NC(=O)/C=C/c2ccc(C)o2)sc(C)c1C
  -6%	0%	8.9µM*	-2%	-2%	?	-6%	-10%	-6%
(22) O=C(CCCc1ccccc1)NCc1ccccc1
  1%	-1%	·	1%	0%	·	·	-3%	·
(23) CC1(C)CC(C(CC(=O)Nc2nccs2)c2ccccc2)CCO1 (stereo unspecified)
  16%	6%	?	14%	37%	-5%	-19%	6%	-10%
(24) Cc1ccccc1OCc1nc2ccccc2[nH]1
  4%	-8%	18%	-15%	-2%	-18%	-4%	-6%	-19%
(25) Cc1ccccc1OCC(O)CN(Cc1ccccc1O)C1CCCCC1 (stereo unspecified)
  4%	-8%	3%	-8%	10%	6%	-11%	-9%	-25%
(26) COc1ccc(CNC(=O)c2oc3ccc(S(=O)(=O)N4CCOCC4)cc3c2C)cc1
  9%	-4%	-14%	2%	24%	110%[activator]	9%	-16%	-9%
(27) O=C(N1CCN(Cc2ccccc2)CC1)C12CC3CC(CC(C3)C1)C2
  -7%	-4%	-17%[59 µM]	-20%	-2%	-1%	-7%	-2%	-4%
(28) C=CCn1c(/N=C/c2ccc(N(C)C)cc2)nc2ccccc21
  -2%	-1%	45µM*	?	22%	2%	-3%	-24%	-17%
(29) O=C(O)c1cccc(NC(=O)C2C3C=CC(C3)C2C(=O)O)c1 (stereo unspecified)
  -7%	1%	50µM*	2%	2%	4%	-14%	-10%	?
(30) Cc1nc(CS(=O)(=O)c2ccccc2)cc(Sc2ccc(Cl)cc2)n1
  -8%	1%	21%[59 µM]	1%	0%	7%	-7%	3%	-21%
(31) Cc1nnc(SCc2ccc([N+](=O)[O-])cc2)o1
  1%	-1%	-8%	?	1%	25%	0%	-14%	-7%
(32) O=C(NCc1ccccn1)C1C2C=CC(C2)C1C(=O)Nc1ccc(F)cc1 (stereo unspecified)
  -1%	1%	7%[59 µM]	7%	-17%	-5%	-7%	-3%	6%
(33) Cc1cccc(NC(=O)CN(CCc2ccccc2)S(C)(=O)=O)c1
  15%	-8%	14%[59 µM]	3%	22%	6%	17%	-13%	-15%
(34) CCOC(=O)COc1ccc(/C=C/[N+](=O)[O-])c(OCC(=O)OCC)c1
  0%	-5%	71µM*	-24%	23%	?	0%	-23%	-4%
(35) CCOC(=O)COc1cnc2ccccc2n1
  -5%	-1%	1%	-6%	6%	82%[activator]	0%	-1%	-14%
(36) O=C(Nc1ccccc1Cl)c1ccc2nccnc2c1
  2%	-2%	-13%	4%	36%	?	?	5%	?
(37) Cc1c(NC(=O)C(C)OC(=O)c2ccc([N+](=O)[O-])s2)c(=O)n(-c2ccccc2)n1C (stereo unspecified)
  ?	-8%	-49%	-6%	10µM*	?	?	-6%	50µM*
(38) CC(=O)c1ccc(NC(=O)CSc2nnc(-c3ccco3)c(-c3ccco3)n2)cc1
  16%	7.9µM*	·	45µM*	20µM*	?	14µM*	-11%	22µM*
(39) CC(C)(CC(=O)N1CCN(c2ccc(Cl)cc2)CC1)CC1=NS(=O)(=O)c2ccccc2N1
  -5%	-6%	-25%	-29%	12%	3%	-5%	0%	-15%
(40) CCCN1C(=O)SC(CC(=O)Nc2ccccc2)C1=O (stereo unspecified)
  5%	-4%	17%[59 µM]	10%	-28%	4%	16%	-24%	-14%

Compound profiles (already shown).
CCOC(=O)COc1cnc2ccccc2n1 is listed with APEX1 inh: -5%; BLM inh: -1%; G9a inh: 1%; BAZ2B block: -6%; Pol beta inh: 6%; Pol iota inh: 82%[activator]; POLK inh: 0%; Apoferritin bind: -1%; POLH inh: -14%
O=C(O)c1cccc(NC(=O)C2C3C=CC(C3)C2C(=O)O)c1 (stereo unspecified) is listed with APEX1 inh: -7%; BLM inh: 1%; G9a inh: 50µM*; BAZ2B block: 2%; Pol beta inh: 2%; Pol iota inh: 4%; POLK inh: -14%; Apoferritin bind: -10%; POLH inh: ?

New compounds follow.
Results follow in this order: APEX1 inh	BLM inh	G9a inh	BAZ2B block	Pol beta inh	Pol iota inh	POLK inh	Apoferritin bind	POLH inh
(41) COC(=O)c1noc(-c2ccc(OC)cc2)n1
  4%	0%	-1%[12.7 µM]	3%	-21%	15%	-5%	-5%	-13%
(42) Cc1cc2occ(CC(=O)NNC(=O)c3ccccc3F)c2cc1C
  4%	-2%	-75%	?	-8%	9%	-1%	-7%	-1%
(43) O=C1CC(NCC2CCCO2)C(=O)N1c1ccc(Cl)cc1 (stereo unspecified)
  3%	-1%	45µM*	-14%	34%	10%	-18%	-1%	-17%
(44) N#Cc1ccc(C(=O)N2CCN(c3ncccn3)CC2)cc1
  -6%	-1%	-2%[2.33 µM]	12%	65%	112%[activator]	0%	-1%	-2%
(45) Cc1ccc2nc(COc3ccccc3NC(=O)C(C)(C)C)cc(=O)n2c1
  ·	1%	5%[59 µM]	3%	?	13%	-3%[60.1 µM]	-2%	-17%
(46) Cc1cc(N2CCN(C)CC2)nc2ccc(NC(=S)N3CCN(c4ccc(F)cc4)CC3)cc12
  -4%	-9%	-20%[59 µM]	-31%	9%	-3%	-16%	-2%	8%
(47) O=C(COC(=O)CNC(=O)c1ccco1)NCCN1C(=O)CSC1=O
  -1%	0%	22%[59 µM]	26%	-1%	11%	-14%	-8%	-4%
(48) COc1ccc(CNC(=O)c2cc3c(s2)-c2ccccc2OC3)cc1
  ·	-7%	-4%[59 µM]	2%	?	-14%	-2%	214%[activator]	-12%
(49) O=C(NC1CCSc2ccccc21)c1cc([N+](=O)[O-])ccc1N1CCOCC1 (stereo unspecified)
  13%	·	56µM*	-29%	·	23%	-1%	·	-25%
(50) Cc1ccnc(NS(=O)(=O)c2ccc(NC(=O)C3CCCNC3=O)cc2)n1 (stereo unspecified)
  3%	1%	-7%	7%	5%	10%	-4%	-3%	11%
(51) Cc1cccc(NC(=O)CSc2nnc(-c3n[nH]c4ccccc34)o2)c1
  -1%	-2%	-9%	-3%	12%	17%	-2%	-16%	-9%
(52) CC1CCN(CC(=O)n2c3c(c4ccccc42)CCCC3)CC1
  2%	4%	?	-33%	-2%	?	-10%	-15%	-2%

Quoted from the listing.
compound 15 in Pol iota inh = 11%
compound 35 in Apoferritin bind = -1%
compound 4 in APEX1 inh = 2%
compound 6 in G9a inh = -10%[59 µM]

Source: PubChem BioAssay (National Center for Advancing Translational Sciences (NCATS))

The list is partial. The share of hits here may be higher or lower than overall.
